# S1P3 antag = S1P3 receptor antagonists, primary screen, cell-based; inhibition, % at 4.98 µM; 0.27% of 170,000 active; CHO S1P3 NFAT-BLA reporter, FRET fluorescence, antagonist mode; AID 485, 2006; Sphingosine 1-phosphate receptor 3 (Homo sapiens), Q99500;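 active = inhibition above the plate cutoff, the mean inhibition of test wells on that plate plus 3 SD, cut at about 28% in these data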;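 note: cells challenged with S1P at its EC80 of 0.8 µM; blue over green emission ratio from cleaved BLA substrate after 4 h stimulation; 0% = S1P-stimulated wells and 100% = unstimulated DMSO-only wells; some compounds past the cut are filed as inactive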
# Target sequence (Q99500 whole entry, looked up): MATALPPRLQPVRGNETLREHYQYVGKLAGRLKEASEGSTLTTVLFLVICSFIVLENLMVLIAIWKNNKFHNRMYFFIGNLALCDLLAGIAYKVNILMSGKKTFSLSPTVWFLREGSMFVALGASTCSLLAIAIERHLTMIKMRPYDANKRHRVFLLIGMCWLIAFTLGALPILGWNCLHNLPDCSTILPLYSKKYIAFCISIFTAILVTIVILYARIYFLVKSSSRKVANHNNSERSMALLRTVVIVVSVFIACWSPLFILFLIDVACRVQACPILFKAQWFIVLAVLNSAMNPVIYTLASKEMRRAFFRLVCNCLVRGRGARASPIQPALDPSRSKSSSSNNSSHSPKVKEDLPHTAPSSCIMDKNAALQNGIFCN
# RAM inhibit = inhibitors of the yeast RAM network, primary screen, dse1pr::URA3 reporter, 5-FOA selection; 1.8% of 190,000 active; inhibition, % at 50 µM; S. cerevisiae dse1pr::URA3 reporter, 5-FOA growth OD615, 2 d; analog-sensitive cbk1-as2 kinase mutant strain;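 active = inhibition above a set limit, 3 SD over mean compound inhibition, cut at about 8.4% in these data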;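 note: 0% = DMSO-only wells with no growth and 100% = 10 µM 1-NA-PP1 full growth; inhibition rescues growth on 5-FOA so higher OD means more RAM inhibition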
# Diaph act CS = compounds boosting diaphorase resazurin reduction – biochemical, uHTS, resorufin fluorescence, counter-screen for diaphorase-coupled primary assays, primary screen; Diaphorase/resazurin coupled assay, 16 min; hits give high values; 1 = vehicle wells, 0 = NADH-free wells; activation factor at 20 µM; 0.005% of 190,000 active; AID 1229, 2008;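 active = diaphorase activity raised at least twofold by the compound at 20 µM; inactive = activation factor below 2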
#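 System – purified diaphorase enzyme from Clostridium kluyveri · Input – enzyme 0.07 U/mL final · Also added – final NADH 0.114 mM, resazurin 0.1 mM · Measured by – fluorescence of resorufin, 544 nm excitation, 590 nm emission · Timing – 16 min enzyme reaction, ambient temperature · Measure – resorufin increase flagging diaphorase activators or reducers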
# PMI activator = activators of human PMI, primary screen, biochemical, fluorescence intensity, near-Km mannose 6-phosphate; Mannose-6-phosphate isomerase (Homo sapiens), P34949; purified human PMI, coupled resazurin fluorescence, 20 min; hits give high values; 1 = vehicle control, 0 substrate-free wells; activation factor at 20 µM; 0.005% of 190,000 active;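 active = activation factor of 2 or more at 20 µM, relative to plate controls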
# Target sequence (P34949 whole entry, looked up): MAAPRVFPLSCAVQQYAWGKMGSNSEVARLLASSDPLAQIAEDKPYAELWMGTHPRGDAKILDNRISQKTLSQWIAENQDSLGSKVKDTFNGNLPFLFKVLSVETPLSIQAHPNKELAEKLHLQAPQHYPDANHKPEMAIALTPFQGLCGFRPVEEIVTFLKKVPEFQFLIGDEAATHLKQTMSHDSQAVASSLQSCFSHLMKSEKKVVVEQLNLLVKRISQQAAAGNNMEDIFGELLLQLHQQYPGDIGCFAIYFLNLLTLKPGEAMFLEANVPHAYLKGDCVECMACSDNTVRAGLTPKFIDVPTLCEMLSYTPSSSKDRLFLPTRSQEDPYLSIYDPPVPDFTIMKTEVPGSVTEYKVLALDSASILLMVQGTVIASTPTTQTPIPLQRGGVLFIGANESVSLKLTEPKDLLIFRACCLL
# Hsp70 act = Hsp70 transcriptional activators, primary screen, cell-based, HeLa, Hsp70 promoter luciferase, luminescence, 10 µM; HeLa Hsp70 promoter luciferase reporter; scaled: vehicle 0, proteasome-inhibitor control 100%; activation, % at 10 µM; 0.04% of 200,000 active; AID 1203, 2008;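 active = activation above the mean across all tested compounds plus 3 SD, cutoff set per campaign, cut at about 5.5% in these data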;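 note: 100% = MG132 at 30 µM as the positive control and 0% = DMSO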
# DTT redox prof = compounds producing H2O2 with reducing agent – biochemical, NIH compound library profiling, artefact control for MLSCN library redox annotation, primary screen; DTT-dependent redox cycling H2O2, phenol red/HRP absorbance; 100% = 100 µM peroxide control, 0% = buffer; 0.03% of 200,000 active; activation, % at 10 µM; AID 878, 2007;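 active = activation of at least 50% relative to the plate's high and low controls in the primary single-dose screen; inactive = activation below 50%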;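 note: compound incubated with DTT at 0.8 mM final as the reducing agent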
# Diaphorase inh = diaphorase inhibitors and chemical oxidizers, primary screen, counter-screen for diaphorase-coupled primary assays, biochemical, uHTS, resorufin fluorescence; diaphorase resazurin-to-resorufin fluorescence, NADH, 16 min; bacterial (C. kluyveri) enzyme, not human; inhibition, % at 20 µM; 0.69% of 190,000 active; AID 1217, 2008;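 active = primary screen inhibition at 20 µM above a set limit, cut at about 50% in these data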;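 note: plate controls were DMSO with full reaction for no effect and wells lacking NADH for full effect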
#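 material = Clostridium kluyveri diaphorase enzyme | amount = 0.14 U/mL diaphorase, enzyme working solution | schedule = incubation 16 min, room temperature | detection = fluorescence of resorufin formed from resazurin, Ex 544/Em 590 nm | benchmarks = positive control minus NADH, DMSO neutral control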
# PMI act hi M6P = human PMI activators, high substrate, primary screen, biochemical, fluorescence intensity, near-saturating mannose 6-phosphate; 0.34% of 190,000 active; coupled PMI enzyme assay, resazurin fluorescence, 20 min; hits give high values; 1 = untreated enzyme, 0 = substrate-free blank; activation factor at 20 µM; AID 1216, 2008;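 active = activation factor of 2 or more at 20 µM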
#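 Test system: human PMI in coupled enzyme assay; Input: PMI at 15 ng/mL final; Medium: HEPES buffer, pH 7.4; Schedule: 20 min incubation at room temperature; Technique: resorufin fluorescence at Ex 544/Em 590 nm; Compound: 20 µM single dose; Probe or stimulus: Near-saturating mannose-6-phosphate, 1.0 mM.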
# TLR4-MyD88 BLA = inhibitors of TLR4-MyD88 association in cells, primary screen, cell-based, HeLa CL3-4, BLA complementation, FRET ratio; inhibition, % at 8.4 µM; HeLa CL3-4 TLR4/MyD88 BLA complementation; Toll-like receptor 4 (Homo sapiens) + Myeloid differentiation primary response protein …; AID 861, 2007; 0.18% of 200,000 active; in the data active = inhibition above about 25%;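 note: 0% = vehicle and 100% = reference inhibitor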
# Lmaj promast = Leishmania major promastigote growth inhibition, primary screen; Leishmania major promastigotes, resazurin fluorescence viability; 9% of 200,000 active; AID 1063, 2008; inhibition, % at 10 µM;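 note: promastigotes grown with compound for 44 hours at 28 °C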
# G6PDH counter = L. mesenteroides G6PDH inhibitors, counter-screen for G6PDH-coupled screening assays, biochemical, Leuconostoc mesenteroides enzyme. glucose-6-phosphate dehydrogenase [Leuconostoc mesenteroides]. Purified L. mesenteroides G6PDH, diaphorase/resazurin coupled fluorescence, 45 min. inhibition, % at 5 µM. 0.12% of 200,000 active
# * hit, by the source's call; / = no result given. Cut-off read from the data, not from the text of the source, unless noted: active = inhibition above about 50%; inactive = the rest.
mol	S1P3 antag	RAM inhibit	Diaph act CS	PMI activator	Hsp70 act	DTT redox prof	Diaphorase inh	PMI act hi M6P	TLR4-MyD88 BLA	Lmaj promast	G6PDH counter
COc1ccc(S(=O)(=O)N/N=C/c2ccc(OCCN3CCOCC3)c(OC)c2)cc1	-10	0.0	0.8	1	-0.2	-0.2	19	1	-7	-3	2
CCOC(=O)Cc1csc(NC(=O)C2CCCCC2C(=O)O)n1 (stereo unspecified)	/	0.0	0.8	0.9	-0.5	3.0	18	1	2	12	-3
CCOc1ccccc1NC(=O)c1ccc([N+](=O)[O-])cc1	-8	1.1	1.1	1.1	-0.4	0.7	-9	1.1	8	-4	11
CN1C(=O)CSc2ccc(NC(=O)NCc3ccccc3)cc21	4	5.2	1	1.1	-0.2	-1.6	-4	1	-5	13	0
CN(C)c1ccc(-c2nn3c(C4CCCCC4)nnc3s2)cc1	13	8.6*	1.1	1	-0.1	0.0	-7	1	-3	9	8
O=C(Nc1ccccc1C(=O)O)c1cc(S(=O)(=O)N2CCCCC2)cs1	-14	4.7	0.9	1	-0.1	-1.3	13	1.1	2	-7	6
Cc1ccc(-c2csc(NC(=O)c3cc([N+](=O)[O-])ccc3N3CCOCC3)n2)cc1	-20	5.1	1.1	1	0.2	-0.8	-5	1	11	5	6
CCOc1ccc(C(=O)NCCC(=O)NCCCC(=O)O)cc1	6	2.5	1	1	0.0	-0.7	0	1	-19	2	-2
COc1cccc(-c2nc(NCCN3CCOCC3)c3ccccc3n2)c1O	/	2.3	0.9	0.8	0.2	-0.9	13	0.9	15	35	10
COc1oc(-c2ccc(Cl)cc2)nc1C(F)(F)F	/	-0.8	0.9	1.4	-0.3	-2.6	11	1.4	2	-5	1
Cc1ccc(CCN2C(=O)CCC2(C)C(=O)NCc2cccnc2)cc1 (stereo unspecified)	/	-0.1	0.9	1	-0.1	0.2	13	1	-10	-4	4
COc1cccc(-n2nc(-c3ccnn3-c3ccccc3)c(=O)n(C)c2=O)c1	/	1.6	0.9	0.9	-0.3	0.1	7	1	-1	16	4
Oc1ccc(NC(=S)N=Nc2c(O)[nH]c3ccc(Br)cc23)cc1	-2	2.6	0.9	1	-0.1	-0.2	15	1	-5	10	-2
CCOc1nc(Nc2ccc(OC)c(Cl)c2)nc(N2CCN(c3ccc(OC)cc3)CC2)n1	/	2.9	0.8	0.8	0.1	-0.2	18	0.9	-5	72*	4
COc1ccc(S(=O)(=O)Nc2cccc(N(C)S(C)(=O)=O)c2)cc1C	-12	0.6	0.8	0.9	-0.3	0.0	16	0.9	-2	-1	14
O=C(COc1ccc(S(=O)(=O)N2CCCC2)cc1)Nc1ccc2c(c1)OCCO2	-11	3.4	0.9	1	-0.2	-0.7	12	0.9	8	5	1
Cc1ccc(-n2c(C3CC3c3ccc(Cl)cc3)n[nH]c2=S)cc1 (stereo unspecified)	/	3.4	0.8	0.9	-0.5	-1.4	25	0.9	2	-1	3
COc1ccc(N(CC(=O)Nc2cc(OC)ccc2OC)S(C)(=O)=O)cc1	-2	2.8	0.9	0.9	-0.3	-2.7	7	0.8	1	-2	5
COc1ccccc1NC(=S)NC(=O)c1ccc(-c2ccc(Cl)cc2)o1	/	4.3	0.9	1	-0.1	0.8	11	1	5	-1	-1
OCCN1CCN(CC(O)C(F)(F)F)CC1 (stereo unspecified)	-14	0.9	1	1.1	-0.3	-0.1	3	1	-3	-2	11
O=C(N/N=C/c1cccc(F)c1)NC1CCCCC1	1	5.5	0.8	0.9	-0.2	0.6	22	0.9	5	9	11
O=C(NC1CCCCC1)c1sc(N2CCOCC2)nc1-c1ccccc1	1	5.8	1	1.1	-0.2	1.2	-1	1.1	1	88*	3
COc1ccccc1NC(=O)CSc1nc2ccccc2cc1Cc1ccccc1	/	7.2	0.9	1	-0.1	4.5	10	1	-19	7	10
Cc1c(Cc2ccccc2)c(=O)oc2cc(OCC(=O)c3ccccc3)ccc12	-8	6.8	0.9	0.9	-0.6	1.2	8	1	4	4	-5
C/C(=N\NC(=O)c1ccc(Cn2cc([N+](=O)[O-])cn2)o1)c1cccc(NC(=O)C(C)C)c1	0	1.4	1	1	0.2	0.0	4	0.9	-9	-5	-2
CCn1cc(C(=O)N2CCOCC2)c(=O)c2cc(S(=O)(=O)N(C)C)ccc21	-6	1.8	0.8	0.9	0.1	-0.9	16	0.9	-11	0	3
O=C(NC(CSSCC(NC(=O)c1ccccc1)C(=O)O)C(=O)O)c1ccccc1 (stereo unspecified)	-5	2.4	0.9	0.9	0.0	0.8	11	1.1	1	-12	5
O=C(COC(=O)c1ccc(Cl)c(S(=O)(=O)N2CCCCC2)c1)NCC1CCCO1 (stereo unspecified)	2	0.6	0.9	0.9	-0.2	-0.1	7	1	11	-2	7
COc1ccccc1OCC(=O)NNC(=O)Nc1ccc(Cl)cc1	-2	4.4	1.1	1.1	0.3	0.3	-7	1.1	9	-6	6
COc1ccc(-c2nnc(SCC(=O)Nc3cc(C)on3)o2)cc1	6	4.8	0.9	0.9	0.1	0.0	6	0.9	-4	-6	-4
COc1cc(OC)cc(C(=O)NCc2nc(-c3ccccc3)no2)c1	30	4.7	0.9	1	0.0	2.9	11	1	-4	68*	-4
CC1=CC(=O)C=C(C)C1=NOc1ccccc1[N+](=O)[O-]	-13	1.3	0.8	0.7	-0.1	-0.3	22	0.5	13	35	9
O=C(CSc1nc(-c2ccco2)cc(C(F)(F)F)n1)Nc1ccc2c(c1)CCC2	14	8.5*	1.1	1.1	-0.1	2.2	-7	1.1	-8	-1	9
O=C(Nc1cccnc1)c1cc(F)cc(F)c1	/	2.1	1	1.1	-0.3	0.0	0	1.1	-1	2	8
C/C=C/C(=O)OCC(=O)Nc1cc(OC)c([N+](=O)[O-])cc1C	11	-0.8	0.9	1	-0.2	-2.2	12	0.9	9	1	16
O=C(Nc1ccccn1)C12CC3CC(C1)CC(C(=O)Nc1ccccn1)(C3)C2	-31	2.0	0.9	0.9	-0.6	1.9	10	0.9	-14	9	1
COc1ccc(/C=C/C(=O)OCC(=O)NCCC2=CCCCC2)cc1	-14	2.2	1	1	0.2	-1.9	-4	1.1	-2	1	6
O=C(O)CCCn1cc(NC(=O)COc2ccc([N+](=O)[O-])cc2)cn1	-11	2.0	0.9	1.2	0.1	1.5	11	1.1	-1	-3	10
CC(=O)Nc1ccc(S(=O)(=O)Oc2ccc3c(c2)C(C)=CC(C)(C)N3)cc1	27	1.1	0.7	0.8	-0.2	0.2	27	0.7	2	25	12
N/C(=N\O)c1ccc(NC(=O)c2ccc(Br)o2)cc1	-11	0.0	0.9	0.8	0.1	0.2	10	0.9	10	-2	3
CC(=O)Nc1ccc(NC(=O)C2CCCN2S(=O)(=O)c2cccc3nsnc23)cc1 (stereo unspecified)	-17	0.8	0.9	0.9	-0.1	0.0	12	0.8	-16	-3	12
Cc1cccnc1NC(=O)CCCN1C(=O)c2ccccc2C1=O	-6	0.7	0.9	1	-0.3	2.4	6	1	6	-1	-27
COc1cc2c(cc1NC(=O)/C=C/c1cc(OC)c(OC)c(OC)c1)oc1ccccc12	11	3.2	0.9	0.8	-0.5	0.7	15	0.9	-2	7	-18
O=C(N/N=C/c1ccc([N+](=O)[O-])o1)c1cc(-c2cccc(Br)c2)nc2ccccc12	/	7.1	0.7	1.1	-0.2	-4.3	31	1.1	-10	100*	5
O=C(CN1CCC(C(=O)c2cccc(F)c2)CC1)NCc1cccs1	1	5.4	0.9	1.1	-0.2	-0.5	13	1.1	-10	1	0
Cc1ccc(C)c(-n2c(CNC(=O)c3ccco3)nnc2SCC(=O)N2CCc3ccccc32)c1	-6	2.8	0.9	0.9	0.0	1.4	12	0.9	4	-6	0
O=C(/C=C/c1cccs1)c1ccc(N2CCOCC2)cc1	-10	3.5	1	1.1	0.2	-1.3	3	1	5	17	-2
CCn1c(=O)c2c(nc3n2CC(C)CN3CCc2ccccc2)n(C)c1=O (stereo unspecified)	-8	-0.9	1	1	-0.3	-0.1	1	1.1	5	3	9

# Quoted at random: 4 records from the list
mol	S1P3 antag	RAM inhibit	Diaph act CS	PMI activator	Hsp70 act	DTT redox prof	Diaphorase inh	PMI act hi M6P	TLR4-MyD88 BLA	Lmaj promast	G6PDH counter
O=C(N/N=C/c1cccc(F)c1)NC1CCCCC1	1	5.5	0.8	0.9	-0.2	0.6	22	0.9	5	9	11
COc1ccccc1OCC(=O)NNC(=O)Nc1ccc(Cl)cc1	-2	4.4	1.1	1.1	0.3	0.3	-7	1.1	9	-6	6
CCn1cc(C(=O)N2CCOCC2)c(=O)c2cc(S(=O)(=O)N(C)C)ccc21	-6	1.8	0.8	0.9	0.1	-0.9	16	0.9	-11	0	3
O=C(O)CCCn1cc(NC(=O)COc2ccc([N+](=O)[O-])cc2)cn1	-11	2.0	0.9	1.2	0.1	1.5	11	1.1	-1	-3	10
